# Screens deposited in PubChem BioAssay by The Scripps Research Institute Molecular Screening Center.
# PME-1 primary = blocks human protein phosphatase methylesterase 1; recombinant PME-1, FP-Rh probe fluorescence polarization; inhibition, % at 5.9 µM; 320,000 tested, 0.53% active;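 active = inhibition above the campaign mean of all compounds plus 3 SD, cut at about 26% in these data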;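 also: competitive labeling of PME-1 active site by serine hydrolase directed probe; 0% = PME-1 with DMSO and 100% = wells lacking PME-1 enzyme; inhibitors block probe labeling so polarization falls and inhibition rises; many of its hits are not listed in these tables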
# LYPLA1 counter = counter-screen for PME1 inhibitors: inhibitors of human LYPLA1; O75608; AID 2174; recombinant LYPLA1, FP-Rh probe fluorescence polarization; inhibition, % at 5.9 µM; 320,000 tested, 0.16% active;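 active = inhibition above the mean of all tested compounds plus 3 SD, set per campaign, cut at about 14% in these data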;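 also: inhibitors block serine hydrolase probe labeling of LYPLA1 so polarization falls; 0% = enzyme with DMSO and 100% = wells lacking LYPLA1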
# Target sequence (O75608 whole entry, looked up): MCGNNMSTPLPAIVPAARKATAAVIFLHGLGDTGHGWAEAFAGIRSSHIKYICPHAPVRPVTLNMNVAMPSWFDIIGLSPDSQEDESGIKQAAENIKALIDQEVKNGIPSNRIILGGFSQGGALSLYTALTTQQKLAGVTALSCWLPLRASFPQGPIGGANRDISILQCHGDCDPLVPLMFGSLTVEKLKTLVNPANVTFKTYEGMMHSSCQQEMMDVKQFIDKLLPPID
# pPAFAH inh = pPAFAH (human) enzyme inhibition. recombinant pPAFAH, FP-rhodamine probe fluorescence polarization. Q13093. 330,000 tested, 1.5% active. AID 463082. inhibition, % at 3.39 µM;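 active = inhibition above the mean inhibition across the screen plus 3 SD, cut at about 25% in these data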;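 also: inhibitors block binding of the rhodamine activity-based probe so polarization drops; 0% = enzyme with DMSO and 100% = wells lacking pPAFAH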
# PAFAH1B3 inh = inhibitors of human PAFAH1B3. AID 492972. inhibition, % at 3.39 µM. 340,000 tested, 0.28% active. recombinant PAFAH1B3, FP-rhodamine probe, fluorescence polarization;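 active = inhibition above the screen-wide average of all tested compounds plus 3 SD, cut at about 25% in these data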;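 also: 0% = enzyme with DMSO only and 100% = wells lacking PAFAH1B3 protein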
# Target sequence (Q15102 whole entry, looked up): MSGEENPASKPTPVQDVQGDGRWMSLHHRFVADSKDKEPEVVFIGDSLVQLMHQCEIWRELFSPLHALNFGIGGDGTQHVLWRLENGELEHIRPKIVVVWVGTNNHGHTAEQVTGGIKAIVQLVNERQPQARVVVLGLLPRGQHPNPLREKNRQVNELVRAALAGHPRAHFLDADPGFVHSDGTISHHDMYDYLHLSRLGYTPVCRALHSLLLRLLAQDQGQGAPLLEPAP
# PAFAH2 FP inh = PAFAH2 (human) inhibition | recombinant PAFAH2, FP-rhodamine activity probe, fluorescence polarization | inhibition, % at 3.39 µM | 340,000 tested, 0.99% active | AID 492956;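 active = inhibition above the mean over all tested compounds plus 3 SD, cut at about 30% in these data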;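 also: inhibitors block probe labeling of enzyme so polarization drops; 0% = enzyme with DMSO and 100% = wells lacking PAFAH2 protein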
# GSTO1 counter = blocks human GSTO1 in RBBP9 counter-screen | 300,000 tested, 1.1% active | P78417 | recombinant GSTO1, activity-based probe fluorescence polarization | inhibition, % at 5.96 µM;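 active = inhibition above the campaign mean inhibition plus 3 SD, cut at about 35% in these data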;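 also: 0% = GSTO1-1 with DMSO and 100% = wells lacking GSTO1-1 enzyme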
# Target sequence (P78417 whole entry, looked up): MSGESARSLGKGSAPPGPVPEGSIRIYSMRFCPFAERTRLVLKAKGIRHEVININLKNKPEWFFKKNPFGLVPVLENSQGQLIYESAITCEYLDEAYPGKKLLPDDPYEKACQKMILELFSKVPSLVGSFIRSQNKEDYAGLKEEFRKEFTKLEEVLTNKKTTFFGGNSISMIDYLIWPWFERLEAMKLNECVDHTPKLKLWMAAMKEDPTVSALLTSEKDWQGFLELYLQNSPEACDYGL
# PAFAH1B2 inh = PAFAH1B2 (human) inhibition. 340,000 tested, 1.2% active. inhibition, % at 3.39 µM. P68402. recombinant PAFAH1B2, FP-rhodamine activity probe, fluorescence polarization. AID 492953;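 active = inhibition above the mean of all tested compounds plus 3 SD, cut at about 24% in these data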;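 also: 0% = enzyme with DMSO and 100% = wells lacking PAFAH1B2; many of its hits are not listed in these tables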
# Target sequence (P68402 whole entry, looked up): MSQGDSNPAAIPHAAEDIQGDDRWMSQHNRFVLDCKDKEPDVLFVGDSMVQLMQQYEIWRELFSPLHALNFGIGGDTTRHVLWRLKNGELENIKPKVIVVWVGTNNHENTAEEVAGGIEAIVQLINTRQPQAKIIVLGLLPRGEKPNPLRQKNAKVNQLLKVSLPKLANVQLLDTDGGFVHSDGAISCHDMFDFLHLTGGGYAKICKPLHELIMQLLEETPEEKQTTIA
# Fam108B inh = counter-screen for RBBP9 inhibitors: inhibitors of mouse Fam108B; recombinant Fam108B, FP-Rh probe fluorescence polarization; inhibition, % at 9.51 µM; 300,000 tested, 0.33% active; AID 1947;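 active = inhibition above the screen mean inhibition plus 3 SD, computed separately per campaign, cut at about 18% in these data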;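 also: inhibitors lower polarization as less probe binds the enzyme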
# PAD4 inh = blocks human protein arginine deiminase 4; Q9UM07; recombinant PAD4, RCA probe fluorescence polarization; inhibition, % at 6.36 µM; 330,000 tested, 0.41% active;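 active = percent inhibition above a cutoff equal to the mean of all tested compounds plus 3 SD, cut at about 15% in these data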;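 also: 0% = PAD4 with RCA probe and DMSO and 100% = probe without PAD4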
# * marks the source's active call; other numbers are inactive results; / = no result given. This is a subset (hit frequency here may not be typical).
smiles	PME-1 primary	LYPLA1 counter	pPAFAH inh	PAFAH1B3 inh	PAFAH2 FP inh	GSTO1 counter	PAFAH1B2 inh	Fam108B inh	PAD4 inh
Cc1c(C(=O)N2CCN(c3ccccn3)CC2)oc2c1C(=O)CC(C)(C)C2	-4	-2	5	7	-2	5	4	6	-1
C/C(Cn1cnc([N+](=O)[O-])n1)=N\NC(=O)c1ccc(O)cc1O	4	-3	7	6	4	14	0	-1	3
Cc1cc(OC(C)C(=O)NCCCN2CCOCC2)c2c(C)cc(=O)oc2c1 (centres undefined)	1	-2	-1	10	0	5	1	4	-1
COc1ccc(C(=O)N(c2ccccn2)C2CCCCC2)c(OC)c1	4	-2	6	-3	-6	-4	3	-2	-2
CC(=O)OCC1(C)CN(c2ccccc2)N(C(C)=O)C1=O (centres undefined)	-2	2	3	8	-2	24	2	0	-2
O=C(O)CC(C(=O)O)N1C(=O)/C(=C/c2ccc(-c3nc4ccccc4s3)o2)SC1=S (centres undefined)	-17	3	65*	18	34*	26	7	32*	4
COc1ccc(C2=NOC(Cn3nc(-c4ccccc4)cc3C(=O)NCc3ccco3)C2)cc1 (centres undefined)	/	/	4	-9	-1	/	3	/	-1
COc1ccc(-c2nc3n(n2)C(=O)CC(c2ccco2)S3)cc1 (centres undefined)	0	2	12	11	4	5	4	-1	-4
COc1ccccc1NC1=CC(=O)CC(c2ccccc2)C1 (centres undefined)	4	4	3	2	-5	4	5	6	0
O=P(O)(OCc1ccccc1)OCc1ccccc1	0	1	1	11	3	/	10	/	-3
CCC(C)(C)NC(=O)C(c1ccccc1Cl)N(C(=O)CCC(=O)Nc1cc(C)on1)c1ccc(NC(C)=O)cc1 (centres undefined)	-2	-1	-5	-1	4	8	3	2	7
COCCNCC(=O)NCC12CC3CC(CC(C3)C1)C2	3	-4	0	6	7	7	1	-3	-4
COc1ccccc1-n1c(SCc2cc(=O)oc3cc(O)ccc23)nc2ccccc2c1=O	-14	-14	11	1	-3	-8	-3	-1	-5
O=C(CSc1nc2cc(Cl)ccc2o1)c1cccs1	9	-3	3	6	1	-2	2	4	2
CCOC(=O)N1CCN(CC(O)c2ccc3cc[nH]c3c2)CC1 (centres undefined)	-5	0	2	2	-4	-1	0	-3	-2
CC(=O)c1cccc(NC(=O)c2ccc3ccccc3c2)c1	-13	-7	-6	-5	-9	1	3	-7	-1
Cc1ccc(S(=O)(=O)N2CCCCC2)cc1C(=O)NCc1ccccn1	0	3	-3	1	-4	6	0	-1	-4
Cc1ccc(S(=O)(=O)NC(C(=O)N2CCOCCOCCOCCOCC2)C(C)C)cc1 (centres undefined)	-5	0	4	0	-11	6	-3	2	-6
COc1ccccc1N1CCN(Cc2ccc(Br)o2)CC1	-8	-1	6	3	7	-2	2	1	-7
Cc1ccccc1NC(=O)Cc1nnc(SCC(=O)NC2CCCCC2)n1C	-11	-2	-6	-4	-1	6	10	-3	0
COc1ccc(CC(=O)NCC(=O)N/N=C/c2ccc(C)o2)cc1	-4	-2	7	-10	4	2	-8	2	8
COc1cccc(CN(Cc2cccnc2)S(=O)(=O)c2ccc(-n3cnnn3)c(C)c2)c1	2	-3	-3	-6	4	12	-5	-5	-10
COc1cccc(CNC(=O)Cn2cc3c(n2)CCCCC3)c1	1	5	-4	-2	-1	1	2	0	6
CCN(CC)CCNC(=O)Cn1nc(-c2ccccc2)c2ccccc2c1=O	-4	-3	-6	10	-9	9	5	1	-5
O=c1[nH]c2ccc(Cl)cc2c(-c2ccccc2)c1N1CCN(c2ccccn2)CC1	3	-2	6	4	-1	3	7	2	-1
COc1ccccc1CCNC(=O)NC1CCCCC1	0	-1	-1	6	-4	5	11	0	-6
CC(C)c1[nH]c(=O)c(C#N)c2c1CSC(C)(C)C2	1	0	5	0	3	-2	6	-1	-4
Cc1ccc(S(=O)(=O)N2CCN(C(=O)CNC(=O)c3ccc(Br)o3)CC2)cc1	16	0	0	-3	18	3	1	2	-2
CC1CCc2nc3ccc(S(=O)(=O)N4CCC(C(=O)NCc5ccccc5Cl)CC4)cc3c(C(=O)O)c2C1 (centres undefined)	5	3	20	1	10	-17	2	2	-3
COC(=O)c1ccccc1C(=O)N1CC(O)CO1 (centres undefined)	-3	1	6	5	5	-3	5	1	-3
CC(=O)N1CCN(c2ccc(NC(=O)c3ccccc3C)cc2)CC1	-4	1	4	7	-4	1	0	4	-5
CCCCn1c(N)c(N(CC(C)C)C(=O)C2CC(=O)N(c3ccccc3C(C)CC)C2)c(=O)[nH]c1=O (centres undefined)	1	0	2	10	2	4	6	-1	-7
COc1cccc(NC(=O)CC2Oc3ccccc3NC2=O)c1 (centres undefined)	0	3	4	1	5	-4	1	-1	1
CN1CCN(c2ccc(S(=O)(=O)N3CCCCC3)cc2NC(=O)/C=C/c2ccc(OC(F)F)cc2)CC1	3	-3	6	-1	-2	5	0	-7	1
COc1cc(OC)cc(-c2c(C#Cc3ccsc3)c3cc(-c4cccc5[nH]ccc45)ccc3n2C)c1	2	0	-1	8	-6	/	2	/	2
CN=c1nc(-c2ccccc2)n(-c2ccccc2)s1	-10	-2	-3	-9	0	-5	2	-8	0
CN(C)c1cccc(C(=O)N/N=C/c2ccccc2F)c1	6	-1	-4	8	1	-3	2	1	-2
C=CCn1c(=O)c(C(=O)NCc2ccccc2)c(O)c2ccccc21	-6	-7	-1	6	-7	2	4	-5	3
CC(C)(C)NC(=O)CN(C(=O)C(=O)Nc1ccc2c(c1)OCCO2)C1CCCC1	-1	1	7	2	-6	6	3	-3	6
CCOC(=O)c1sc2nccc(N(C)C)c2c1N=CNOC	3	-2	-1	1	7	0	1	1	-6
Cc1nc(-c2ccc(Cl)cc2)sc1C1(C)CC(c2cccc(F)c2)=NO1 (centres undefined)	-1	-8	-6	3	1	-5	-4	0	2
Cc1ccc(N/N=C/c2ccc(N3CCOCC3)cc2)cc1C	-1	4	12	8	8	3	-2	4	-1
O=C(O)CC(NC(=O)Nc1ccccc1)c1ccc(OC2CCCC2)cc1 (centres undefined)	-1	0	-2	7	-7	6	0	0	-5
Cn1cccc1C(=O)OCC(=O)c1c[nH]c2ccccc12	/	/	-4	7	9	/	4	/	0
Cc1cc(C)nc(N2CCC(C(=O)NNC(=O)Cc3ccccc3)CC2)n1	0	2	6	12	-4	-12	4	-2	-5
O=Cc1cn[nH]c1-c1ccccc1	-6	-1	3	6	3	3	-1	-4	-2
COc1cccc(C(=O)OCC(=O)N2CCC(Cc3ccccc3)CC2)c1OC	/	/	-1	10	11	/	3	/	-9
CCN(CC)C(=O)CSc1nc(OC)cc(=O)[nH]1	5	6	-2	-5	2	8	-4	3	1
Cc1nn(Cc2cccc(C(=O)Nn3cc([N+](=O)[O-])cn3)c2)c(C)c1[N+](=O)[O-]	-4	0	-1	-2	-4	6	5	0	0
CCOc1ccc(CCNC(=O)C2CC=CCC2C(=O)OC(C)C)cc1OCC (centres undefined)	-2	-1	-1	3	4	-1	3	-1	5
CCN(C(=O)COC(=O)Cc1ccc(F)cc1)c1c(N)n(Cc2ccccc2)c(=O)[nH]c1=O	1	0	1	4	1	/	6	/	-4
COc1cc(C2NC(=O)c3ccccc3O2)cc(OC)c1OC (centres undefined)	1	-6	-3	0	3	5	0	0	-1
COc1ccc(CNc2ncnc3sccc23)cc1OC	3	-1	4	8	2	-6	3	4	-7
O=C(NCc1ccco1)C1CCCN1S(=O)(=O)c1ccc2ccccc2c1 (centres undefined)	11	3	4	4	8	0	4	1	1
Cc1cccc(C)c1NC(=O)CN1CCN(C(=O)c2ccc(OCc3cn4ccccc4n3)cc2)CC1	/	/	0	-3	-1	/	5	/	3
C/C(CC(=O)Nc1ccc(F)cc1F)=N\NC(=O)C(=O)N1CCCCC1	-2	1	0	/	/	7	/	2	-6
O=C(/C=C/c1ccc(Br)o1)Nc1nccs1	-10	-10	-7	9	7	-15	14	-3	2
O=C(c1cccs1)N1CCCC(c2nc3c(nnn3Cc3cccc(Cl)c3)c(=O)[nH]2)C1 (centres undefined)	22	-1	5	5	-4	-3	6	1	-4
CCOC(CNC(=O)c1ccc2c(c1)ncn2-c1ccc(F)c(F)c1)OCC	7	2	8	-4	4	0	-1	1	4
COc1ccc([N+](=O)[O-])cc1-n1cnnn1	3	2	0	6	0	3	1	1	1

# The results go on:
smiles	PME-1 primary	LYPLA1 counter	pPAFAH inh	PAFAH1B3 inh	PAFAH2 FP inh	GSTO1 counter	PAFAH1B2 inh	Fam108B inh	PAD4 inh
CCOc1ccc2cc(C3CC(c4ccco4)=NN3S(C)(=O)=O)c(=O)[nH]c2c1 (centres undefined)	6	-2	4	3	4	-1	4	0	-4
CCN(CC)CCc1c(C)[nH]c(C(=O)OCc2ccccc2)c1C	0	1	3	4	4	5	3	0	-5
CCOC(=O)C1=CN(Cc2ccc(OC)cc2)C=C(C(=O)OCC)C1c1cccs1	1	1	5	10	2	0	-4	-5	-4
CCOC(=O)c1c(CSc2ccccc2)oc2cc(Br)c(O)c(CN(C)C)c12	5	1	4	6	4	9	9	0	1
C=CCn1c(=O)/c(=C2/Sc3cc(OC)ccc3N2C)s/c1=C1\C(=O)N(CC)C(=S)N1C	-2	0	5	/	/	6	/	5	-2
CCOC(=O)c1c(C)n(C)c2cc(Br)c(O)c(O)c12	4	4	7	10	9	45*	2	-2	-10
O=C(OCC(=O)N1CCN(c2ccccc2)CC1)c1ccc(Cl)cc1[N+](=O)[O-]	-4	0	-1	6	11	7	1	1	3
CCCCc1ccc(-c2csc(/C(C#N)=C/c3ccco3)n2)cc1	-3	-3	-6	-2	-6	-3	-4	-9	-7
O=S(=O)(NCCS(=O)(=O)N1CCN(c2ccccc2)CC1)c1ccc(F)cc1	0	0	7	3	1	-13	-5	1	-3
COc1ccc(CCNC(=O)CSCc2ccc(C)cc2)cc1OC	2	0	5	-3	2	0	3	5	1
COC(=O)c1c(C(=O)OC)c(-c2ccc(Cl)c(Cl)c2)n2c1CCC2	-4	-5	3	-1	3	7	2	-3	0
NC(=O)COC(=O)c1ccc2noc(-c3ccccc3)c2c1	-1	1	0	3	9	-4	-4	4	-1
O=C(Nc1ccc([N+](=O)[O-])cn1)c1cc(-c2cccc(Br)c2)nc2ccccc12	1	2	3	-3	-9	1	-2	2	-2
Cc1sc2ncn(CC(=O)NCCN3CCOCC3)c(=O)c2c1S(=O)(=O)N1CCC(C)CC1	-2	-1	0	1	-11	-4	-4	4	6
Cc1cccc(OCC(=O)OCC(=O)c2c(N)n(C)c(=O)n(C)c2=O)c1	-2	2	-7	0	3	13	1	-5	0
CSc1nc(-c2ccccc2)nc(NC(=O)C(C)C)c1C(C)=O	-3	1	-1	-1	-6	-5	3	3	-4
COc1ccc(-c2ocnc2C(=O)N2CCN(C(c3ccccc3)c3ccccc3)CC2)cc1	-1	-5	5	7	3	5	0	-4	2
CCC(C)[C@@H](CN(N=O)[C@@H](Cc1ccccc1)CN(C)N=O)N(CCc1ccccc1)N=O (some centres undefined)	0	-4	9	7	-2	-3	6	0	-6
O=C1N=c2ccccc2=C1c1sc(=S)n(Cc2ccccc2Cl)c1O	1	4	2	5	2	-4	0	-6	0
COc1ccc2c(c1OC)C(=O)N1c3ccccc3COC21 (centres undefined)	7	2	5	3	9	9	-2	2	3
